MITF TRPM1 inh: MITF TRPM1 promoter inhibition in SK-MEL-5 cells | 330,000 compounds, 0.83% hits | inhibition, % at 12.5 µM | SK-MEL-5 TRPM1 promoter luciferase, 24 h;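 active means mean inhibition across replicates of 60% or more, whatever share of single replicates reaches that level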; further: values of inactives mirror those of a sister screen read the other way
Shn3 3UTR inh: Schnurri-3 reporter inhibition in Clone20 osteoblasts. 360,000 compounds, 0.52% hits. Clone20 osteoblast Shn3 3'UTR firefly luciferase, 24 h. inhibition, % at 12.5 µM;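 active means mean inhibition of at least 75% with every replicate also reaching 75%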;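 further: 0% = median of neutral control wells and 100% = pilot-screen positive control compound; some compounds past the cut are filed as inactive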
hiPSC survival: enhancers of human iPSC single-cell survival. survival enhancement, % at 20 µM. hiPSC single-cell survival, ATPlite luminescence; 100% = ROCK inhibitor wells, 0% = DMSO. 360,000 compounds, 0.044% hits; in the data active means survival enhancement above about 18%;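 further: cells exposed to compounds for 16 hours before the ATP read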
TWEAK-Fn14 inh: TWEAK-Fn14 signaling inhibition. AID 1159606. TWEAK-stimulated Fn14 reporter cells, luciferase luminescence, 8 h. inhibition, % at 10 µM. 360,000 compounds, 2% hits; in the data active means inhibition above about 50%
Peg3 prom inh: inhibitors of Peg3 promoter; inhibition, % at 20 µM; HeLa PEG-Prom luciferase reporter, luminescence, overnight; 360,000 compounds, 1.7% hits;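 active means inhibition of at least 50% at 20 µM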
KKLEB cytotox: CF airway cell cytotoxicity counter-screen; activity change (cytotoxicity), % at 5 µM; 360,000 compounds, 0.36% hits; KKLEB CF airway cells viability, ATPlite luminescence, overnight; stronger effect = lower value; cells stimulated with P. aeruginosa culture filtrate;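 active means corrected activity change at or below -50% at 5 µM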
HIF-2a block: blocks HIF-2a reporter activity; 786-0 RCC cells HIF-2a reporter, luciferase luminescence, overnight; inhibition, % at 18.8 µM; 360,000 compounds, 0.72% hits; AID 624352;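 active means inhibition of the luminescence signal of 40% or more relative to plate controls, in a single-dose primary screen at 18.75 µM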
NR2E3 ag-1: agonists of human nuclear receptor NR2E3; Q9Y5X4; GST-NR2E3/biotin-RetCOR TR-FRET, 1536-well; inhibition of corepressor binding, % at 4.78 µM; 320,000 compounds, 0.12% hits; AID 2300;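 active means percent inhibition above the cutoff of mean plus 3 SD of all tested compounds, set per screening campaign, cut at about 20% in these data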;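 further: 0% = DMSO wells and 100% = biotin wells as full block of FRET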
Target sequence (Q9Y5X4 whole entry, looked up): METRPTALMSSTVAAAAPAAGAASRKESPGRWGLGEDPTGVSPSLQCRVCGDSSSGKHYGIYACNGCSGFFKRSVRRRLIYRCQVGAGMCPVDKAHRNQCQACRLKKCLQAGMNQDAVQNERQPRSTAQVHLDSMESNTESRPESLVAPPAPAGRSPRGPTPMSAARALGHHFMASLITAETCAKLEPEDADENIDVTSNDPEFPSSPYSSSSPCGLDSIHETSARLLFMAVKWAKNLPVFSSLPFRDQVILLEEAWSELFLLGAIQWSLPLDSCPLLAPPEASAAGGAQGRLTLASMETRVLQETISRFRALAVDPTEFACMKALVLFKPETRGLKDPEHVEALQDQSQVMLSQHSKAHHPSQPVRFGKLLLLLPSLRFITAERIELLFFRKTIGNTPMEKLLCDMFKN
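Assay system: NR2E3–RetCOR corepressor complex. Quantity: 1.35 nM GST-NR2E3. Buffer or medium: pH 7.5 Tris-based buffer. Reagent: biotinylated RetCOR corepressor at 7 nM final. Schedule: 5 h at 4 °C. Detection: TR-FRET, emission read at 617 and 671 nm. Replicates: one well per compound, singlicate testing.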
CF NFkB block: cystic fibrosis NF-kB activation inhibition. KKLEB NF-kB-GFP reporter, PAF-induced, GFP fluorescence overnight. inhibition, % at 5 µM. 360,000 compounds, 0.86% hits;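 active means at least 50% inhibition at 5 µM, scaled per plate between neutral and stimulator controls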;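 further: PAF is a Pseudomonas aeruginosa culture filtrate used as stimulus; plate controls were PAF-stimulated DMSO wells for no effect and unstimulated DMSO wells for full effect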
aDG glyco act: alpha-DG glycosylation activation. AID 624168. activation, % at 10 µM. Pro5-aDG cells, alpha-DG glycosylation AlphaScreen (IIH6); 0% Pro5, 100% B10-LARGE cell signal. 360,000 compounds, 0.22% hits;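 active means activation of at least 8% versus controls, or a plate z-score of at least 8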;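 further: Pro5 are CHO cells carrying HIG-tagged alpha-DG that lacks glycosylation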
NR2E3 ag-2: activates human NR2E3 receptor | Q9Y5X4 | CHO-S Gal4-NCOR/VP16-NR2E3 two-hybrid, luciferase | inhibition of corepressor binding, % at 3.98 µM | 360,000 compounds, 0.35% hits | AID 602229;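 active means inhibition above the mean of all tested compounds plus 3 SD, cut at about 70% in these data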;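 further: 0% = DMSO with NR2E3 transfected cells and 100% = cells lacking NR2E3 construct; higher means lower luciferase signal from less NR2E3 corepressor binding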
Active calls of the source: *; . = no result given.

Fields: MITF TRPM1 inh	Shn3 3UTR inh	hiPSC survival	TWEAK-Fn14 inh	Peg3 prom inh	KKLEB cytotox	HIF-2a block	NR2E3 ag-1	CF NFkB block	aDG glyco act	NR2E3 ag-2
COc1ccc(NC2CS(=O)(=O)CC2NCc2ccco2)cc1 (stereo not given)
  -1	-1	-0.3	-7	11	-2	6	3	5	-0.1	-13
Cc1cccc(N2CCN(C(=S)Nc3ccc4nc(N5CCN(C)CC5)cc(C)c4c3)CC2C)c1 (stereo not given)
  47	0	-0.4	-9	76*	-39	11	2	10	-0.3	-4
O=C(CCN1C(=O)c2ccc([N+](=O)[O-])cc2C1=O)Nc1cccc(O)c1
  9	-13	4.1	-22	-15	1	8	1	-16	0.2	-7
Cc1nc2ccccc2n1CCOc1ccc([N+](=O)[O-])cc1
  7	5	0.1	-14	-1	-14	-2	-3	0	0.0	7
COc1ccc(N(CC(=O)Nc2cccc(N(C)S(C)(=O)=O)c2)S(=O)(=O)c2ccccc2)cc1Cl
  -3	25	-0.9	16	29	-1	18	-2	-1	-0.5	-24
CN(C)S(=O)(=O)c1ccccc1N=C=S
  0	13	-0.4	-18	-1	-4	5	.	12	-0.3	-16
COc1ccc(-c2nc(C(N)=O)c3[nH]c(=O)n(-c4ccccc4OC)c3n2)c(OC)c1
  5	-7	0.6	-10	15	-4	15	0	4	0.2	9
Cc1ccc2c(c1)N(CCC(=O)NC(C)C)C(=O)CO2
  7	-5	-1.0	11	-5	2	-10	6	-1	-0.2	-7
N#Cc1ncn(-c2ccc(Oc3ccccc3)cc2)c1N
  17	10	3.8	2	-2	15	10	3	-3	0.6	-24
O=c1[nH]c2cccc(Cl)c2n(CCNc2ncc(C(F)(F)F)cc2Cl)c1=O
  2	12	-0.4	19	10	3	19	1	-14	0.2	-2
CCOc1ccccc1NC(=O)c1ccc2nccnc2c1
  2	-11	-0.2	-1	-10	6	-17	6	-13	0.0	-21
CS(=O)(=O)c1cc(N2CCOCC2)ccc1CNC[C@H]1O[C@@H](n2cnc3c(=O)[nH]c(N)nc32)[C@H](O)[C@@H]1O
  .	-28	-0.1	-15	-7	-11	2	.	-8	-0.1	1
Cc1ccc(N2CC(C(=O)NCc3ccccn3)CC2=O)cc1 (stereo not given)
  6	-6	1.0	-14	3	-5	3	4	-7	-0.2	-16
Cc1cc(CNC[C@H]2O[C@@H](n3cnc4c(N)ncnc43)[C@H](O)[C@@H]2O)no1
  .	-19	3.1	-11	3	2	9	.	-38	-0.1	3
COC(=O)Cn1cnc2ccccc2c1=O
  -11	12	0.5	-5	14	2	12	2	-9	0.0	0
O=C(COC(=O)c1ccccc1F)NNC(=O)c1ccccc1
  5	-9	-0.5	-16	-3	8	10	-2	-4	0.1	1
CN(C)c1ccc(/C=C(/C#N)C(=O)NCc2ccccc2)o1
  -60	-54	1.3	-22	-204	10	-187	-5	-14	-0.1	-64
NC(=O)c1ccc(C(F)(F)F)n(Cc2ccc(Cl)cc2)c1=O
  11	-8	1.3	0	27	0	13	2	15	0.5	26
COc1cccc(-c2nc(-c3ccccc3)c(-c3ccccc3)[nH]2)c1OCC(=O)O
  4	3	-0.9	10	8	10	11	.	-6	0.0	-14
CC(C)C1OC2c3cccc4cccc(c34)C2N1c1ccccc1 (stereo not given)
  -1	-9	-0.3	-6	13	3	16	-3	-17	-0.1	14
c1csc(C2Nc3ccccc3-c3nc4ccccc4n32)c1 (stereo not given)
  -33	1	-0.9	33	-3	-7	-38	-3	-6	0.2	-24
COc1cccc(NC(=O)C2(C)CCN2Cc2ccc(-c3ccccc3)o2)c1 (stereo not given)
  .	-3	2.0	19	3	-20	-12	.	20	0.0	-21
COc1ccc(S(=O)(=O)N2CCCC(C(=O)N3CCCC3)C2)cc1OC (stereo not given)
  -3	20	0.1	5	2	1	12	1	11	-0.3	6
COCCn1c(SCC(=O)Nc2cc(C)on2)nnc1-c1ccco1
  6	19	2.9	-50	0	-10	-4	-3	0	0.4	4
Cc1cccc2cc(CN(Cc3ccco3)C(=O)c3cccs3)c(=O)[nH]c12
  -3	12	-1.0	12	27	-7	15	2	6	0.2	3
COc1ccc(OCC(=O)NNC(=O)C(=O)N2CCCC2)cc1
  6	11	-1.0	-8	9	-8	14	3	12	-0.1	-2
Cc1cc(C)n2nc(SC(C)C(=O)Nc3ccccc3F)nc2n1 (stereo not given)
  -11	-9	-1.1	14	6	8	-5	.	11	0.0	-29
Cc1ccc2c(c1)CC1(CN2C)C(=O)OC(C)(C)OC1=O
  7	-10	2.2	6	1	10	9	.	-2	0.4	-37
O=C(NCCc1cccc(Cl)c1)c1cc2ccccc2oc1=O
  -7	8	1.3	-5	-11	8	-3	-2	-3	0.2	-5
CCOC(=O)CNC(=O)c1cn(CC)c(=O)c2cc(OC)c(OC)cc12
  -5	3	-3.2	2	-22	-2	-13	1	9	0.6	-9
CC(=O)N1CCN(S(=O)(=O)c2c(F)cc(F)c(Cl)c2F)CC1
  3	-1	-0.1	-12	7	-6	24	6	16	1.6	-19
Cc1ccc(S/C=C\C(=O)c2ccccc2)cc1
  -3	21	-2.5	88*	31	-46	-98	3	18	-0.2	-63
O=C(COc1nc2ccccc2nc1N1CCOCC1)N1CCc2ccccc21
  1	6	-3.0	-11	2	-5	17	.	-13	-0.2	4
COc1cc(OC)c(C(=O)OCC(=O)c2ccc3c(c2)NC(=O)CO3)cc1OC
  3	0	0.6	-8	10	10	-10	.	4	0.0	7
O=C(OC[C@@H]1CCCN2CCCC[C@H]12)c1cc2ccccc2oc1=O
  1	-6	2.7	-13	-5	6	9	-1	15	-0.4	4
Cc1cccc(N(CC(=O)NCc2ccco2)C(=O)CCC(=O)Nc2nccs2)c1
  2	-7	0.0	-24	9	0	15	-8	19	-0.2	-20
COCCSc1nnc(NS(=O)(=O)Cc2ccccc2)s1
  0	-12	2.3	-15	-9	-35	-25	1	-1	0.0	-26
CCOC(=O)C1CCCN(C(=O)c2ccc(-c3ccc([N+](=O)[O-])cc3)o2)C1 (stereo not given)
  -10	-23	-0.6	10	-8	-11	-17	5	5	0.4	-17
Cc1cc(=O)[nH]c(N/N=C/C=C/c2ccccc2)n1
  -3	1	-0.9	-13	-10	11	-19	-2	-9	0.4	20
CN(CC(=O)NCc1cccc(F)c1)C(=O)c1ccco1
  8	15	0.9	1	-5	-1	-6	3	-9	-0.1	18
CC(C)CC1NC(=O)N(CC(=O)Nc2ccc(OCc3ccccc3)cc2)C1=O (stereo not given)
  -11	3	0.3	-20	-32	15	-63	.	4	0.7	-8
CN(C)CCN(Cc1ccccc1)c1ccccn1
  6	-16	-1.7	18	-2	-12	1	-1	-5	-0.2	-51
COC(=O)Nc1ccc(S(=O)(=O)NNC(=O)c2c(O)c3ccccc3[nH]c2=O)cc1
  -18	-14	-0.6	17	15	3	11	2	3	0.1	-2
COc1cc(-c2cc(N3C(=O)Nc4ccccc4N3O)n[nH]2)cc(OC)c1OC
  4	14	1.1	-47	-34	-7	-4	-1	-14	-0.1	-22
COc1ccc(S(=O)(=O)N2CCC(C(=O)NCCN3CCOCC3)CC2)cc1OC
  -6	-5	0.3	22	2	0	0	2	3	0.0	6
CC[N+](C)(C)Cc1ccccc1Br
  0	3	3.3	-14	2	8	4	4	-14	-0.1	-2
CN(Cc1ccco1)Cc1ccc(O)c2ncccc12
  4	-2	-0.7	1	-18	-10	18	.	16	-0.1	-19
CCOC(=O)C1CCCN(S(=O)(=O)c2ccccc2)C1 (stereo not given)
  -7	-16	-1.6	-4	-3	-7	7	-3	-1	-0.1	4
C[C@]12C[C@H](O)[C@@H]3c4ccc(O)cc4CCC3[C@@H]1CCC2=O (stereo not given in full)
  -10	.	-0.7	-8	6	7	15	2	-2	0.0	-8
CCOC(=O)c1c(C)[nH]c(C=Nc2ccc(OC)cc2)c1O
  -62	-52	-0.1	5	-154	8	-79	-5	2	0.3	-16

Other entries:
Fields: MITF TRPM1 inh	Shn3 3UTR inh	hiPSC survival	TWEAK-Fn14 inh	Peg3 prom inh	KKLEB cytotox	HIF-2a block	NR2E3 ag-1	CF NFkB block	aDG glyco act	NR2E3 ag-2
Cc1cccc(-c2nc(CSCC(=O)N3CCN(Cc4ccc5c(c4)OCO5)CC3)c(C)o2)c1
  11	49	10	10	9	-2	14	3	-5	0.1	42
COc1cc(NC(=O)C2CCN(S(=O)(=O)c3ccc4[nH]c(=O)oc4c3)CC2)cc(OC)c1
  -3	-11	-0.6	2	-14	3	10	1	-4	-0.1	-23
O=C(C1COc2ccccc2O1)N1CCN(c2nc3c(F)cc(F)cc3s2)CC1 (stereo not given)
  -24	-11	1.1	-16	-146	-10	-215	0	-24	0.0	-12
COc1ccc(NS(=O)(=O)c2ccc(C(=O)N3CCN(c4ccc(F)cc4)CC3)cc2)cc1
  17	60	-0.3	8	17	-23	-6	.	12	0.9	75*
Cc1ccc(-c2onc3ccc(C(=O)/C=C/N(C)C)cc23)cc1
  -10	4	-0.1	17	-28	-3	-39	-2	68*	-0.2	-84
COc1ccc2[nH]c(C(=O)Nc3ccc4c(c3)OCO4)cc2c1
  .	-33	0.1	-4	-276	8	-323	2	4	-0.1	-83
CC(C)C(NC(=O)c1ccco1)C(=O)OCc1cc([N+](=O)[O-])cc2c1OCOC2 (stereo not given)
  -10	-12	-0.6	4	0	-11	3	2	7	0.1	-46
CCC1CCCCN1CCCNC(=O)CS(=O)(=O)Cc1nc(-c2cccc(OC)c2)oc1C (stereo not given)
  -7	-12	0.4	-7	-9	-18	3	0	19	0.0	-6
CN=C(Nc1ccc(Cl)cc1)c1ccc(C(F)(F)F)cc1
  -29	-2	-0.2	-33	-59	-16	-122	2	-15	-0.1	-29
O=C(OCc1cn([C@@H]2C[C@H](c3ccccc3)N(C(=O)c3cccs3)C[C@H]2O)nn1)c1ccccc1
  .	15	-0.6	-8	20	-3	7	.	-3	0.2	-52
N#CCc1c(C#N)c(N)nc(N2CCCC(CO)C2)c1C#N (stereo not given)
  -4	5	0.4	13	14	-4	23	-2	7	0.0	-1
O=C(NCCc1ccco1)c1ccc(OCc2cn3ccccc3n2)cc1
  -24	53	-1.2	-9	-65	7	-108	.	-7	-0.2	-47
O=C(Nc1ccccc1)C1CC(=O)N(c2ccc3c4c(cccc24)CC3)C1 (stereo not given)
  -2	7	3.9	2	14	-4	17	-2	4	0.3	4
Oc1c(Br)cc2oc3c(c2c1CNCc1ccccc1)CCCC3
  2	0	2.5	18	-11	8	14	5	-12	0.4	-26
COC(=O)CN(n1cnnc1)S(=O)(=O)c1ccccc1Cl
  -2	14	4.3	0	11	-1	5	2	8	0.1	-13
